# ASAP1 GAP inh: inhibitors of human ASAP1 ArfGAP activity; AID 624377; hit rate 0.19% among 360,000; inhibition, % at 16.5 µM; ASAP1-stimulated ARF1 GTP hydrolysis, GDP FP detection; Q9ULH1; in the data active means inhibition above about 25%;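 further: 0% = vehicle with enzyme and substrate and 100% = no enzyme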
# PLC-gamma1 inh: inhibitors of human phospholipase C gamma1; hit rate 0.84% among 370,000; purified PLC-gamma1, fluorogenic substrate, fluorescence; inhibition, % at 12.2 µM; P19174; in the data active means inhibition above about 9.5%
# UHRF1 binding: human UHRF1 methylated DNA binding inhibitors; Q96T88; UHRF1 binding to methylated oligo, TR-FRET; inhibition, % at 4.4 µM; hit rate 0.75% among 370,000; in the data active means inhibition above about 21%;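 further: UHRF1 SRA domain binding a hemimethylated CpG hairpin DNA probe; 0% = median of test compound wells and 100% = reference inhibitor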
# proKLK7 act: proKLK7 (human) activation, primary screen | P49862 | purified proKLK7, EDANS-DABCYL substrate fluorescence; 100% is mature enzyme control, 0% vehicle | activation, % at 7 µM | hit rate 0.9% among 370,000 | AID 652039;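 active means activation above the mean of all tested compounds plus 3 SD, computed per campaign excluding outliers beyond control limits, cut at about 13% in these data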
# Target sequence (P49862 whole entry, looked up): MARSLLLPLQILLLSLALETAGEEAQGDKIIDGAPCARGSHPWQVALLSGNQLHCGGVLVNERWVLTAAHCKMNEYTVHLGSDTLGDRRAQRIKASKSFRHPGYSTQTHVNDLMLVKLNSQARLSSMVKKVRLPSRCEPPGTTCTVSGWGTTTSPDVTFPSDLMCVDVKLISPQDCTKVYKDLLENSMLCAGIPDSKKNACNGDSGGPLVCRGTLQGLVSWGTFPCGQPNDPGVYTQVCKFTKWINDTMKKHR
# PLCb3 inh: blocks human PLC-beta3 enzyme activity | hit rate 0.18% among 370,000 | Q01970 | Purified PLC-beta3, fluorogenic substrate, fluorescence | inhibition, % at 12.2 µM; in the data active means inhibition above about 11%;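 further: 0% = median of compound wells on plate and 100% = full blocker control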
# Tn6 DDE FP: disrupts Tn6 cyclic peptide binding to fibrin D-Dimer-E complex; Fibrin DD(E) TRITC-Tn6 fluorescence polarization displacement; hit rate 0.21% among 370,000; AID 720509; inhibition, % at 8.3 µM; P02675;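 active means inhibition above a per-campaign cutoff: mean of compounds within control limits plus 3 SD, cut at about 15% in these data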;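 further: 0% = median of all compound wells on the plate and 100% = blocking peptide control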
# Target sequence (P02675 whole entry, looked up): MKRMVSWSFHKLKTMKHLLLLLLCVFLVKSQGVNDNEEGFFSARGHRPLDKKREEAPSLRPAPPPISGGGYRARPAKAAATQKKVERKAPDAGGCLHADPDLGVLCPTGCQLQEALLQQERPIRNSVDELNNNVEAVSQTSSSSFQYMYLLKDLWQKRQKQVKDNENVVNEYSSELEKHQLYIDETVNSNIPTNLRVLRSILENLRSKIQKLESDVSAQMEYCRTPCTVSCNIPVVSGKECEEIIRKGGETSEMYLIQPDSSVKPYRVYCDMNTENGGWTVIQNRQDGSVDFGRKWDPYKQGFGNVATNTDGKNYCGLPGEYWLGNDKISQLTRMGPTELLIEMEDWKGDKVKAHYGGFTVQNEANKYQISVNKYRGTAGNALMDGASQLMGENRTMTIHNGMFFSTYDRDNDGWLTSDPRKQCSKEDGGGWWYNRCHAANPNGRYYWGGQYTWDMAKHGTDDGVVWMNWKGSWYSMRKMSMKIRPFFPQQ
# Tn7 DDE FP: inhibitors of Tn7 peptide binding to human fibrin DD(E) | FP displacement of FITC-Tn7 peptide from fibrin DD(E); 0% = median of compound wells per plate | hit rate 0.13% among 370,000 | inhibition, % at 8.3 µM | AID 720508 | P02675;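 active means inhibition above the mean of compounds falling within the control limits plus 3 SD of them, cut at about 14% in these data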;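 further: 0% = plate median of compound wells and 100% = 10 µM Aha-Tn7 peptide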
#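 Test system: human clot-derived fibrin DD(E) complex / Quantity: 2 µM final DD(E) protein / Incubation: 10 min plus 3 h, room temperature / Measured by: fluorescence polarization / Benchmarks: high control of 10 µM Aha-Tn7 peptide / Replicates: singlicate testing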
# sPLA2-III inh: Inhibits HGIII-sPLA2 liposome hydrolysis, primary screen; Q9NZ20; QFRET BODIPY PC-A2 liposome hydrolysis, fluorescence; inhibition, % at 12.2 µM; hit rate 0.56% among 370,000;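 active means inhibition above mean plus 3 SD of compounds lying within the high and low control bounds, cut at about 19% in these data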;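 further: 0% = median of test compound wells and 100% = no enzyme DMSO wells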
# ARFGAP1 inh: rat ARFGAP1 inhibition; inhibition, % at 16.5 µM; Arfgap1-stimulated ARF1 GTP hydrolysis, GDP FP detection; hit rate 0.26% among 360,000; Q62848;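 active means inhibition above a per-plate limit, mean inhibition of low control wells plus 3 SD, cut at about 25% in these data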;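 further: 0% = DMSO wells with enzyme and 100% = wells lacking Arfgap1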
# Target sequence (Q62848 1-136 limits assumed): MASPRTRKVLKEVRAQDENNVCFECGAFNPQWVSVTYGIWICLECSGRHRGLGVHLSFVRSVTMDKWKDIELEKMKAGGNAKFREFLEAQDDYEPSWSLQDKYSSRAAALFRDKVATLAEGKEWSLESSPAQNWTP
#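 system = rat Arfgap1 catalytic domain, aa 1-136 | technique = FP, GDP Alexa 633 tracer displaced from anti-GDP antibody, 620/688 nm | compound = one concentration, 16.5 µM, DMSO 1.26% | medium = HEPES-based buffer, pH 7.5 | timing = compound-enzyme preincubation 20 min, reaction 120 min, detection 60 min, 25 °C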
# NR1D1 modulator: Rev-erb alpha (human) modulation; P20393; Rev-erbα–FITC-DNA binding, fluorescence polarization, 90 min; activity, % at 10 µM; hit rate 0.79% among 370,000;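 active means activity above about 14%, limit read from the data; passing the limit was not always enough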;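 further: 0% = DMSO wells with 35 nM protein and 100% = DMSO wells with 750 nM protein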
# * = called active by the depositor; . = no result given.
SMILES,ASAP1 GAP inh,PLC-gamma1 inh,UHRF1 binding,proKLK7 act,PLCb3 inh,Tn6 DDE FP,Tn7 DDE FP,sPLA2-III inh,ARFGAP1 inh,NR1D1 modulator
COC(=O)N1CCN(c2ccc(OC)cc2)CC1,5,4,3,-0.2,2,0,1,8,-2,3
COc1ccc(CCNc2ccc(C(=O)O)cc2[N+](=O)[O-])cc1OC,2,0,-6,0.4,3,0,0,-4,6,14
Cc1ccccc1NC(=S)N(Cc1cccnc1)Cc1ccco1,-18,0,-2,0.0,1,-3,-7,0,-4,-5
CCOC(=O)c1ccc(S(=O)(=O)Nc2nc3cc(S(=O)(=O)NC4=NCCCCC4)ccc3s2)cc1,-1,1,-4,-0.2,-7,9,0,-32,8,-2
CCCSc1nc2c(c(=O)[nH]c(=O)n2C)n1CC(O)COc1ccccc1 (stereo not drawn),5,3,1,0.0,-4,-3,-3,-4,14,2
Cc1ccc(C(=O)c2cc3ccccc3o2)cc1,-5,9,0,-0.2,0,0,-3,9,16,8
COc1ccc(OC)c(C(c2nnnn2CCc2ccccc2)N2CCN(c3ccccc3)CC2)c1 (stereo not drawn),17,11*,1,0.2,3,-3,-4,1,-5,3
COC(C)(C)[C@]12CC(O)(c3ccccc3)ON1[C@H]1CCCCC1N2O (stereo partly drawn),-1,3,-2,0.7,5,7,2,2,-2,-4
Cc1ccc(C(=O)Nc2cccc(C(=O)NCc3ccccc3)c2)cc1,10,4,-4,0.7,8,-6,2,-16,5,6
Cc1cc(C(=O)N(NC(=O)C(C)C)c2ccccc2)cs1,-3,2,0,-0.1,3,-1,-9,4,-1,2
CCN1CCN(c2nc(-c3ccccn3)nc3ccccc23)CC1,20,-4,2,0.0,-7,-2,1,10,-3,-3
CCc1ccccc1N=Cc1c(C)c(C#N)c2[nH]c3ccccc3n2c1=O,9,-14,-1,0.7,-30,0,-1,8,-5,-3
Cc1cccc(C(O)c2ncc(-c3ccccc3)[nH]2)c1C (stereo not drawn),-4,-1,1,-0.1,2,4,-2,-10,8,-3
CCCC(C)c1nnc(NC(=O)CCS(=O)(=O)c2ccccc2)s1 (stereo not drawn),11,2,0,0.0,-48,-5,-10,-12,1,-3
COc1cccc(C2Nc3ccccc3C(=O)N2O)c1O (stereo not drawn),8,-7,2,0.8,-6,-2,3,-11,-3,-3
COc1ccc(Cl)cc1NC(=S)N1CCCCCC1,-7,3,0,0.2,-3,3,-6,4,-12,4
COc1cccc2cc(-c3cc(=O)oc4cc(C)c(O)cc34)oc12,-2,-4,2,0.0,-12,5,-4,1,11,-11
CC(=O)C1=C(O)C(=O)N(c2ccc(O)cc2)C1c1ccccc1Cl (stereo not drawn),0,-29,-3,0.2,-44,6,-2,-5,-7,0
O=C(c1cccc(S(=O)(=O)N2CCN(c3ccc(F)cc3)CC2)c1)N1CCCC1,-1,2,1,0.8,-5,-1,2,-9,-5,-1
CC(C)c1ccc(Nc2nc(Cl)nc(Cl)n2)cc1,0,2,-1,0.1,-3,3,-2,2,-3,3
COC(=O)C(CC(C)C)NC(=O)c1ccc(F)cc1 (stereo not drawn),-8,0,-2,-0.1,4,2,3,2,-4,-4
CC(C)CCSc1nc(N)c(C#N)cc1C#N,2,-48,5,-11,-55,1,8,-10,-8,104*
CCCc1cc(=O)[nH]c(SCC(=O)Nc2nc(-c3ccccc3)cs2)n1,3,-1,3,1.2,-4,2,0,-10,7,-1
COc1ccc(N(C(=O)c2cccnc2)S(=O)(=O)c2ccc(F)cc2)cc1,4,1,1,0.2,1,2,2,3,-6,3
O=C1Nc2ccc([N+](=O)[O-])cc2C1(O)N1CCCCC1 (stereo not drawn),-4,3,-1,0.0,1,3,-7,-2,-7,2
CC(=O)N/C(=N/c1nc(C)cc(C)n1)Nc1cccc(C)c1,3,0,3,-0.7,-5,6,0,0,2,-6
CC(C)(C)S(=O)(=O)N1Cc2cc(=O)n(Cc3ccccc3)c(CCO)c2[C@H]1CCO,0,-149,-4,-1.0,-28,-2,9,0,9,-2
Cc1ccc(S(=O)(=O)c2nc(NCCCn3ccnc3)sc2Cl)cc1,-3,1,1,-0.7,3,6,6,-17,2,-4
Cc1nnc(-c2ccccc2)[nH]c1=O,-4,0,-1,-0.1,1,1,-8,-2,-2,-2
FC(F)(F)c1ccccc1-c1ccc2nncn2c1,2,-5,1,0.3,-6,0,2,0,2,-9
CN1C(=O)c2cccc(NCCCCCCN3C(=O)c4ccccc4C3=O)c2C1=O,-5,-12,2,-2.6,-26,11,-2,-2,-7,11
CCc1nn(CC(=O)NCCCN2CCN(CC)CC2)c(=O)c2cc3occc3n12,5,-2,12,0.5,-6,1,-2,1,7,-6
CN(C)CCCNc1cn[nH]c(=O)c1Cl,-16,0,1,-0.6,-40,5,2,-1,4,-5
CCOc1ccc(Cl)cc1-c1cc(C(=O)NCc2cccc(C(F)(F)F)c2)[nH]n1,1,-1,1,0.5,1,-8,2,-7,5,-2
CC(C)NC(=O)[C@]1(C#N)CC(=O)N(C)[C@@H]1c1ccccc1,.,2,1,0.4,7,-4,-6,5,.,-3
CCn1c(CNS(=O)(=O)c2ccc(Br)cc2)nnc1SC,-2,0,6,0.6,-11,0,-2,5,13,1
CCOC(=O)c1cccc(NC(=O)c2ccc(N(C)C)cc2)c1,-7,3,-2,0.5,-8,-2,-1,1,16,3
CCOC(=O)CSc1nc2sc3c(c2c(=O)[nH]1)CCCC3,-3,-4,-3,-0.2,-16,3,4,-4,-14,1
CC(=O)c1c(N2CCN(Cc3ccccc3)CC2)nc(=S)n(Cc2ccccc2)c1C,-3,-42,4,-0.5,-47,0,2,12,2,4
Cc1ccc(CCNC(=O)CN2C(=O)CSc3ccc(S(=O)(=O)N4CCOCC4)cc32)cc1,0,3,0,0.2,2,4,5,6,0,11

# Entries of single compounds from above.
# Record of CCOC(=O)c1cccc(NC(=O)c2ccc(N(C)C)cc2)c1 = ASAP1 GAP inh: -7; PLC-gamma1 inh: 3; UHRF1 binding: -2; proKLK7 act: 0.5; PLCb3 inh: -8; Tn6 DDE FP: -2; Tn7 DDE FP: -1; sPLA2-III inh: 1; ARFGAP1 inh: 16; NR1D1 modulator: 3
# Record of CCOc1ccc(Cl)cc1-c1cc(C(=O)NCc2cccc(C(F)(F)F)c2)[nH]n1 = ASAP1 GAP inh: 1; PLC-gamma1 inh: -1; UHRF1 binding: 1; proKLK7 act: 0.5; PLCb3 inh: 1; Tn6 DDE FP: -8; Tn7 DDE FP: 2; sPLA2-III inh: -7; ARFGAP1 inh: 5; NR1D1 modulator: -2

# The listing continues:
SMILES,ASAP1 GAP inh,PLC-gamma1 inh,UHRF1 binding,proKLK7 act,PLCb3 inh,Tn6 DDE FP,Tn7 DDE FP,sPLA2-III inh,ARFGAP1 inh,NR1D1 modulator
COc1ccc(-n2ncc3c(N4CCN(c5cc(C)ccc5C)CC4)ncnc32)cc1,-8,-3,-1,0.5,-3,1,-6,-3,-9,2
CC(C)N(C(=O)CN(C#N)c1nc(N(C)C)nc(N(C)C)n1)c1ccccc1,-4,-2,-1,-0.5,-1,1,2,6,9,2
COc1ccc(C)cc1NC(=O)ON=C1CCCCC1,-15,1,-1,0.1,2,7,-1,4,-11,-3
COc1ccc(NC(=O)COC(=O)c2ccc3c(c2)OCCO3)cc1OC,17,1,-2,0.2,-3,1,5,0,20,3
O=C1N/C(=C/c2cccs2)C(=O)N1Cc1ccccc1F,12,3,2,-0.4,7,-3,-8,-3,2,5
CCOC(=O)N1CCN(C2=C(NS(=O)(=O)c3ccccc3)C(=O)c3ccccc3C2=O)CC1,29*,5,-2,2.2,-18,-12,-3,15,33*,4
O=C(NCCC1CCCCN1S(=O)(=O)c1ccc(F)cc1)C(=O)NCCN1CCOCC1 (stereo not drawn),11,0,-1,0.0,1,-7,-2,4,-3,-3
Cn1cnnc1Sc1cc(N2CCN(S(=O)(=O)c3ccc4ccccc4c3)CC2)ccc1[N+](=O)[O-],-3,-1,-2,0.0,2,3,-5,-35,5,4
Cc1ccccc1NC(=O)c1snc2c(=O)[nH]cnc12,2,-2,-2,0.7,0,-1,0,-10,-9,1
O=C(NCC1CCCO1)C1CC(=O)N(c2ccc(F)c(Cl)c2)C1 (stereo not drawn),0,0,-1,0.6,0,-4,-3,-3,-2,-3
C=CCNC(=O)C1CCCN(S(=O)(=O)c2ccc(-n3cnnn3)cc2)C1 (stereo not drawn),-8,1,-3,-0.5,-4,5,2,5,2,0
Cc1ccc(C(=O)COC(=O)c2ccncc2)cc1[N+](=O)[O-],1,-2,-1,-0.4,0,-1,1,4,-6,4
C=CCn1c(SCC(=O)Nc2c(C)cccc2C)nnc1-c1ccncc1,-1,1,2,-0.5,-1,0,3,2,-1,-2
COc1cccc(C(c2nnnn2C2CCCC2)N2CCN(C/C=C/c3ccccc3)CC2)c1OC (stereo not drawn),9,2,18,0.5,3,-1,-6,-16,21,1
CC1=C(C(=O)NCc2ccccc2)C(c2cccs2)NC(=S)N1 (stereo not drawn),5,-1,20,0.1,3,-7,2,3,-16,-2
CCCS(=O)(=O)NC(=O)C1(C)CCCN(C(=O)c2ccccc2OC)C1 (stereo not drawn),1,-1,-1,-0.1,1,-3,-6,1,0,-1
CCCCn1nnnc1C(c1cc2ccccc2o1)N1CCN(c2ccncc2)CC1 (stereo not drawn),-1,0,14,-0.1,1,1,7,-41,3,-2
COc1ccccc1-c1cc2nc(C)c(CCC(=O)NC(C)CCc3ccco3)c(C)n2n1 (stereo not drawn),-2,-82,1,-5.1,-102,3,-2,-26,-1,-2
COc1ccccc1NC(=O)CSC1CC(=O)N(c2ccc3c(c2)OCO3)C1=O (stereo not drawn),-1,-1,-1,-0.3,2,-2,-1,-4,4,-4
NNC(=O)Cn1nc2n(c1=O)-c1ccccc1SC2,2,1,-1,0.1,-9,5,5,5,12,-1
C=CCNC(=O)N1CCN(Cc2nc3ccccc3c(=O)[nH]2)CC1,.,-1,1,0.3,5,3,2,5,.,4
O=C(Cn1nnc2c(cnn2-c2ccccc2)c1=O)NCc1cccs1,14,0,1,0.0,0,0,-2,7,12,-6
O=c1[nH]cc(NCCNc2ncc(C(F)(F)F)cc2Cl)c(=O)[nH]1,4,4,-3,-0.6,5,-2,-1,-1,-14,-4
C/C(CCc1ccccc1)=N\NC(=O)C(=O)Nc1cccc(Cl)c1,0,4,-1,-0.1,-1,0,6,-3,-1,-5
CCNC(=O)CSc1nnc(-c2cccc(S(=O)(=O)N3CCOCC3)c2)o1,-5,-2,-3,-0.3,-6,-6,3,5,1,0
Cc1nnc(NC(=O)c2ccc(S(=O)(=O)N3CCc4ccccc4C3)cc2)o1,3,-2,0,0.5,-3,-1,4,-3,-2,-2

# Some values from the entries so far:
# Tn6 DDE FP, C=CCNC(=O)N1CCN(Cc2nc3ccccc3c(=O)[nH]2)CC1 → 3
# PLC-gamma1 inh, CCNC(=O)CSc1nnc(-c2cccc(S(=O)(=O)N3CCOCC3)c2)o1 → -2

# Compound activity deposited in PubChem BioAssay by several laboratories.

# Not a hit list; about 4.5% have a hit in one of these screens.
